# HCV inh: blocks hepatitis C virus; Huh7.5.1 HCVcc-Cre infection, luciferase reporter, 44 h; Potency, µM (top dose mostly 41.8 µM), without a hit: at the top dose activity change, negative = inhibition, hits mostly inhibitors; 340,000 tested, 3.4% active; AID 651820
#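 After 44 h co-culture of compound, cells and HCVcc-Cre (~0.5 moi), substrate is added for 15 min at room temperature and luciferase measured over 15 sec. Cells were seeded at 1,000/well and pre-cultured 4 h.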
# Pf growth 48h: inhibits P. falciparum growth in the first generation, 48 h. P. falciparum luciferase growth in erythrocytes, 48 h. Potency, µM (series often up to 28.7 µM), inactives show top-dose activity change, negative = inhibition, usual class: inhibitors. 310,000 tested, 5.9% active. AID 504832
#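 Luminescence readout; reporter = integrated firefly luciferase in P. falciparum. RBC culture at 2% hematocrit, 0.1% parasitemia final, 37 C/5% CO2; decreased signal taken as growth inhibition.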
# Pf growth 96h: P. falciparum growth inhibition at 96 hour, primary screen for plastid delayed-death inhibitors. P. falciparum luciferase reporter growth, 96 h. Potency, µM (series often up to 28.7 µM), without a hit: at the highest dose activity change, negative = inhibition, most hits filed as inhibitors. 320,000 tested, 6.9% active
#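 Erythrocytes infected with luciferase-expressing P. falciparum were dispensed at 2% hematocrit and 0.05% parasitemia (final), then incubated with compounds 96 hours at 37 C in 5% CO2. Luminescence after detection reagent addition reported growth.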
# Tb PYK inh: blocks Trypanosoma brucei pyruvate kinase. 410,000 tested, 0.12% active. Potency, µM (titrated, usually from 76.8 µM), for the others: at the highest dose activity, negative = inhibition, hits mostly inhibitors. AID 624173. TbPYK enzyme, Kinase-Glo Plus ATP luminescence, 45 min. Q57TT1; note: nearly all actives have a fitted effect of over 50% in size
#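 Activity of T. brucei pyruvate kinase was followed by Kinase-Glo Plus luminescence after the enzyme reacted 45 min at room temperature with 130 uM ADP (final) and substrate. Test compounds were added before ADP at multiple concentrations.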
# Sm TGR inh: S. mansoni TGR enzyme inhibition | Q962Y6 | purified TGR, DTNB reduction, TNB absorbance 405 nm | Potency, µM (highest dose often 114 µM), for the others: top-dose activity change, negative = inhibition, most hits filed as inhibitors | 360,000 tested, 3% active | AID 485364; note: nearly all actives have a fitted effect of over 60% in size
#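 First, TGR (20 nM dispensed) and NADPH were mixed with compound. Second, a 15 min room-temperature incubation followed. Third, further NADPH and then DTNB were added to start the reaction. Finally, TNB absorbance was monitored kinetically.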
# LmPK inhibitor: inhibitors of Leishmania mexicana pyruvate kinase; purified LmPK, Kinase-Glo ATP luminescence, 1 h; Potency, µM (series often up to 57.5 µM), inactives show top-dose activity change, negative = inhibition, most hits filed as inhibitors; 290,000 tested, 0.37% active; AID 1721
# Target sequence (Q27686 whole entry, looked up): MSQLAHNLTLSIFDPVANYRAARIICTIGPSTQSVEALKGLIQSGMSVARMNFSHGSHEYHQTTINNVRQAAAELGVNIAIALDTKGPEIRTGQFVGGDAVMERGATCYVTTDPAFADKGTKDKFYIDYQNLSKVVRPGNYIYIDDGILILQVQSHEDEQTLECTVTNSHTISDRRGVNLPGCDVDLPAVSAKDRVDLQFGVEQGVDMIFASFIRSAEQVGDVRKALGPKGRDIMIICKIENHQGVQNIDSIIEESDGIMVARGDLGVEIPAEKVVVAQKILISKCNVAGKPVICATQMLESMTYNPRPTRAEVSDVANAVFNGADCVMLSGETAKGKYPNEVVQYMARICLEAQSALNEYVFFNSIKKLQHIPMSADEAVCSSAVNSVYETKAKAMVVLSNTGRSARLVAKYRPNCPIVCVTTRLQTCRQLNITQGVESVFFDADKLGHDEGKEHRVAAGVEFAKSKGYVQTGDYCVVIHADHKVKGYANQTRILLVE
#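 ATP generated from ADP (0.1 mM) and PEP (0.5 mM) by 0.1 nM LmPK over 1 h at room temperature (pH 7.2 imidazole buffer) was detected by coupled luciferase luminescence. Values were normalized to uninhibited and no-enzyme wells.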
# Active calls of the source: *; ? = inconclusive; . = not tested or not shown; & = joins results of further samples; [ ] = dose if it differs, or a comment. Calls come from the whole dose curve; as a rule, active = well fitted curve in the direction sought with a large enough effect; inconclusive = small, poorly fitted or top-dose-only effect, or another doubt; inactive = no such curve, though single readings can be large; an effect the other way counts as inactive or inconclusive. % is set by controls: 0 for no effect and ±100 for the full control effect; potency is the fitted concentration of half-maximal effect.
[1] CCOC(=O)CN(C(=O)COc1nc(C)cc(C)c1C#N)c1ccc(F)cc1
[2] CCN(CC)S(=O)(=O)c1ccc2[nH]c(=O)cc(C(=O)Nc3ccc(C)cc3)c2c1
[3] O=C(COC(=O)/C=C/c1ccc(C(F)(F)F)cc1)NCC1CCCCC1
[4] O=C(CN1c2cccc3cccc(c23)S1(=O)=O)N1CCOCC1
[5] Cc1ccc(C(=O)Cn2nnc3c(sc4nc5c(c(-c6ccccc6)c43)CCC5)c2=O)cc1
[6] CN(C)/C=C/C(=O)c1ccccc1

Assay by compound	1	2	3	4	5	6
LmPK inhibitor	-2%	1%	.	-3%	4%	-2%
Sm TGR inh	5%	0%	0%	0%	-14%	-26%
Pf growth 48h	-45%	?	45%[activator]	-1%	2%	15%
Tb PYK inh	-1%	1%	1%	-11%	4%	5%
HCV inh	0%	-24%	-2%	-20%	0%	15%
Pf growth 96h	?	?	40%[activator]	.	31%[activator]	-4%

[7] Cc1ccc(C(=O)N2CCN(c3ccc(F)cc3)CC2)cc1S(=O)(=O)N1CCCCC1
[8] COc1ccc(OC)c(NC(=O)c2c(NC(=O)CCC(=O)O)sc3c2CCCCC3)c1
[9] O=c1sc2ccccc2n1COc1ccc(Cl)cc1
[10] CCCCN(C(=O)CSCc1c(C)noc1C)c1c(N)n(CCCC)c(=O)[nH]c1=O
[11] CCCCCCCC(=O)Nc1ccc(S(=O)(=O)Nc2nccs2)cc1
[12] CCn1cc(C2=NOC(C(=O)Nc3cc(C)nn3-c3ccccc3)C2)c(C)n1 (stereo not given)

Assay by compound	7	8	9	10	11	12
LmPK inhibitor	1%	0%	-1%	.	3%	3%
Sm TGR inh	2%	1%	-9%	0%	8%	-1%
Pf growth 48h	?	-11%	.	?	7%	-15%
Tb PYK inh	-6%	-11%	2%	-7%	-23%	-25%
HCV inh	.	-30%	-19%	23%	15%	17%&7%
Pf growth 96h	9.3µM*	?	21%	7%	-26%	19%

# Reformatted bar-delimited: entries from further up.
no. | molecule | LmPK inhibitor | Sm TGR inh | Pf growth 48h | Tb PYK inh | HCV inh | Pf growth 96h
8 | COc1ccc(OC)c(NC(=O)c2c(NC(=O)CCC(=O)O)sc3c2CCCCC3)c1 | 0% | 1% | -11% | -11% | -30% | ?
9 | O=c1sc2ccccc2n1COc1ccc(Cl)cc1 | -1% | -9% | . | 2% | -19% | 21%
10 | CCCCN(C(=O)CSCc1c(C)noc1C)c1c(N)n(CCCC)c(=O)[nH]c1=O | . | 0% | ? | -7% | 23% | 7%
11 | CCCCCCCC(=O)Nc1ccc(S(=O)(=O)Nc2nccs2)cc1 | 3% | 8% | 7% | -23% | 15% | -26%
12 | CCn1cc(C2=NOC(C(=O)Nc3cc(C)nn3-c3ccccc3)C2)c(C)n1 (stereo not given) | 3% | -1% | -15% | -25% | 17%&7% | 19%

# New compounds follow
[13] CC(=O)c1cc(F)c(N2CCN(C(=O)C(C)(C)C)CC2)cc1C
[14] Cc1c(C)n(-c2ccc(Cl)cc2)c2ncnc(N)c12
[15] Cc1ccc2cccc(OCC(=O)Nc3ccc(N4CCOCC4)cc3)c2n1
[16] CSc1ccccc1OCc1cc(C(=O)N(C)Cc2ccncn2)no1
[17] CN(C)c1nnnn1-c1ccccc1Oc1ncc(C(F)(F)F)cc1Cl
[18] COc1ccc(C2c3[nH]c4ccccc4c3C[C@H]3C(=O)N(CCCO)CC(=O)N23)c(OC)c1 (stereo not given in full)

Assay by compound	13	14	15	16	17	18
LmPK inhibitor	-2%	3%	13%	0%	1%	-3%
Sm TGR inh	?	0%	0%	2%	1%	10%
Pf growth 48h	.	1%	-14%	6%	?	-8%
Tb PYK inh	3%	-2%	-22%	1%	1%	0%
HCV inh	7%	-8%	?	9%	8%	-1%
Pf growth 96h	?	11%	17%	0%	?	-2%

# Single records, as listed above:
# Cc1ccc2cccc(OCC(=O)Nc3ccc(N4CCOCC4)cc3)c2n1 reads LmPK inhibitor: 13%; Sm TGR inh: 0%; Pf growth 48h: -14%; Tb PYK inh: -22%; HCV inh: ?; Pf growth 96h: 17%
# COc1ccc(C2c3[nH]c4ccccc4c3C[C@H]3C(=O)N(CCCO)CC(=O)N23)c(OC)c1 (stereo not given in full) reads LmPK inhibitor: -3%; Sm TGR inh: 10%; Pf growth 48h: -8%; Tb PYK inh: 0%; HCV inh: -1%; Pf growth 96h: -2%

# (continued)
[19] COC(=O)[C@H](CCSC)NC(=O)Nc1cc(C)ccc1C
[20] COC(=O)c1cc(CNC(=O)c2cccc(Cl)c2Cl)ccc1OC
[21] COC(=O)Cc1c(O)ccn(C2CC2)c1=O
[22] Cn1c(=O)c2c(nc(CN3CCN(C(c4ccccc4)c4ccccc4)CC3)n2CC(N)=O)n(C)c1=O
[23] CCCCNC(=O)CSc1nc(COc2ccccc2)nc2ccccc12
[24] CCOC(=O)N1CCN(C(=O)CSCc2nc(-c3ccccc3C)oc2C)CC1

Assay by compound	19	20	21	22	23	24
LmPK inhibitor	-1%	-1%	0%	6%	-1%	2%
Sm TGR inh	8%	3%	.	-21%	.	-7%
Pf growth 48h	6%	40%	-1%	.	?	-6%
Tb PYK inh	4%	.	-20%	10%	-10%	-10%
HCV inh	-8%	7%	24%	20%	-11%	-28%
Pf growth 96h	16%	26%	0%	?	-17%	?

[25] CONc1nc2nonc2nc1NOC
[26] CCN(CC)S(=O)(=O)c1cccc(-c2nnc(SC(C)C#N)n2Cc2ccccc2)c1 (stereo not given)
[27] O=C(NC1CC2CCCC(C1)N2C1CC1)NC12CC3CC(CC(C3)C1)C2 (stereo not given)
[28] COc1ccccc1-n1cc(-c2ccccc2)[nH]c1=S
[29] COc1ccc(NC(=O)CSc2nnc(C3CCCCC3)o2)c(OC)c1
[30] O=c1[nH]c(/C(=N\O)c2ccccc2)no1

Assay by compound	25	26	27	28	29	30
LmPK inhibitor	-2%	7%	2%	-11%	-1%	0%
Sm TGR inh	-6%	-2%	3%	2%	0%	?
Pf growth 48h	5%	12%	-15%	?	7%	-10%
Tb PYK inh	4%	-6%	.	-21%	1%	0%
HCV inh	23%	-26%	5%	-15%	8%	?
Pf growth 96h	-7%	?	-2%	16%	-1%	7%

[31] CCC1CCCCN1C1Sc2ccc(C(=O)OC)cc2NC1=O (stereo not given)
[32] COc1ccc(NC(=O)C2CCCN(S(C)(=O)=O)C2)cc1OC (stereo not given)
[33] CSc1oc(-c2ccco2)nc1S(=O)(=O)c1ccc(F)cc1
[34] COC(=O)C(Nc1nccs1)(OC)C(F)(F)F (stereo not given)
[35] COc1ccc(-c2cc(C(=O)Nc3ccc(O)cc3)c3ccccc3n2)cc1OC
[36] COC(=O)CC1(CC(=O)OC)C(=O)N(c2ccccc2)C(=O)N(c2ccccc2)C1=O

Assay by compound	31	32	33	34	35	36
LmPK inhibitor	0%	-6%	8%	-6%	3%	7%
Sm TGR inh	0%	1%	45µM*	0%	6%	-30%
Pf growth 48h	40%	14%	-13%	10%	6.6µM*	54%[activator]
Tb PYK inh	-2%	-16%	-9%	4%	0%	-3%
HCV inh	4%	6%	-1%	3%	?	21%
Pf growth 96h	-27%	4%	?	20%	?	30%

[37] CCOC(=O)[C@H]1[C@H]2COc3ccc(OC)cc3[C@@H]2N2C(=O)CN(CCc3c[nH]c4ccccc34)C(=O)[C@@]12C
[38] Cc1nn(Cc2ccccc2Cl)c(C)c1C(=O)OCC(=O)NC1CCCC(C)C1C (stereo not given)
[39] CCN1CCN(c2ncnc3ccc(Br)cc23)CC1
[40] CCOc1ccc(NC(=O)Nc2ccccc2C(N)=O)cc1
[41] CCOC(=O)C1CCCN(CCC(=O)Nc2cccc(Cl)c2C)C1 (stereo not given)
[42] C=CCN1C(=O)c2ccc(C(=O)N(C)Cc3ccc(C)o3)cc2C1=O

Assay by compound	37	38	39	40	41	42
LmPK inhibitor	.	1%	0%	3.2µM*	2%	.
Sm TGR inh	0%	4%	-4%	.	6%	50µM*
Pf growth 48h	13µM*	-5%	11%	12%	40%[activator]	4%
Tb PYK inh	2%	3%	4%	-15%	1%	-15%
HCV inh	-4%	?	-9%	-5%	1%	7%
Pf growth 96h	?	0%	13%	4%	26%	16%

[43] Cc1ccccc1NC(NC(=O)OCCn1c([N+](=O)[O-])cnc1C)C(Cl)(Cl)Cl (stereo not given)
[44] c1ccc(C2(c3ccccc3)OCC(Cn3cncn3)O2)cc1 (stereo not given)
[45] O=C(CN(Cc1ccccc1F)C(=O)c1csnn1)NCc1ccc2c(c1)OCO2
[46] CCOC(=O)c1c(C)c(C(=O)NCCCN2CCCC2=O)c(C)n1CC
[47] CC(Oc1ccc2c3c(c(=O)oc2c1)CCCC3)C(=O)NC1CC(C)(C)NC(C)(C)C1 (stereo not given)
[48] O=[N+]([O-])c1cc(S(=O)(=O)Nc2ccccc2)ccc1NCc1cccnc1

Assay by compound	43	44	45	46	47	48
LmPK inhibitor	-2%	-2%	-1%	-2%	3%	-2%
Sm TGR inh	-15%	7%	20%	0%	1%	1%
Pf growth 48h	?	-9%	0%	.	15µM*	-17%
Tb PYK inh	-11%	2%	-4%	-7%	0%	20%
HCV inh	19%	9%	-3%	-12%	?	?
Pf growth 96h	-26%	0%	3%	.	9.3µM*	-5%

[49] CNC(=O)c1cccc(NC(=O)c2ccccc2OCc2ccccc2)c1
[50] CCc1ccc(-c2nc(CN3CCC(C(=O)NCCN(CC)c4ccccc4)CC3)c(C)o2)cc1
[51] CC(C)CNC(=O)CCc1nc(-c2ccccc2)no1
[52] Cc1cccc(C(=O)NCC(=O)N2CC=C(c3ccccc3)CC2)c1
[53] CCOc1ccc(Br)cc1S(=O)(=O)NC1CCCC1
[54] COC(=O)C1=C(C)N(C)C(=S)NC1c1ccccc1 (stereo not given)
[55] O=C(Nc1cccc(-n2cnnn2)c1)c1cccs1
[56] CC(=O)N1C(=O)N(C)C2C1N(C)C(=O)N2C(C)=O (stereo not given)

Assay by compound	49	50	51	52	53	54	55	56
LmPK inhibitor	7%	0%	-1%	.	.	-3%	-2%	-5%
Sm TGR inh	-12%	5%	-2%	-26%	-3%	-9%	0%	7%
Pf growth 48h	-5%	?	35%[activator]	-9%	?	30%	-8%	1%
Tb PYK inh	0%	0%	-5%	4%	2%	-4%	-3%	.
HCV inh	?	?	-9%	5.6µM*	?	0%	17%	.
Pf growth 96h	-23%	-1%	45%[activator]	-2%	8.3µM*	72%[activator]	?	?

# Compound activity deposited in PubChem BioAssay by National Center for Advancing Translational Sciences (NCATS).
